From PubChem
Shiga inhibitor – A qHTS for Small Molecule Inhibitors of Shiga Toxin; Vero cells, Shiga toxin protein synthesis inhibition reporter; inhibition, % at 38.7 µM; hit rate 9.2% among 290,000; in the data active means inhibition mostly above about 28%, no sharp cut-off; inactive means mostly below about 43%; further: 0% is about no effect
LmPK inhibitor – qHTS Assay for Inhibitors of Leishmania Mexicana Pyruvate Kinase (LmPK); hit rate 0.37% among 290,000; Q27686; purified LmPK, Kinase-Glo ATP luminescence, 1 h; Potency, µM (highest dose often 57.5 µM), for inactives: at the highest dose activity change, negative = inhibition, actives largely listed as inhibitors; AID 1721, 2009; further: potency means the concentration at half of the fitted maximal effect; on the % scale 0 is the no-effect control and ±100 the full control effect
Target sequence (Q27686 whole entry, looked up): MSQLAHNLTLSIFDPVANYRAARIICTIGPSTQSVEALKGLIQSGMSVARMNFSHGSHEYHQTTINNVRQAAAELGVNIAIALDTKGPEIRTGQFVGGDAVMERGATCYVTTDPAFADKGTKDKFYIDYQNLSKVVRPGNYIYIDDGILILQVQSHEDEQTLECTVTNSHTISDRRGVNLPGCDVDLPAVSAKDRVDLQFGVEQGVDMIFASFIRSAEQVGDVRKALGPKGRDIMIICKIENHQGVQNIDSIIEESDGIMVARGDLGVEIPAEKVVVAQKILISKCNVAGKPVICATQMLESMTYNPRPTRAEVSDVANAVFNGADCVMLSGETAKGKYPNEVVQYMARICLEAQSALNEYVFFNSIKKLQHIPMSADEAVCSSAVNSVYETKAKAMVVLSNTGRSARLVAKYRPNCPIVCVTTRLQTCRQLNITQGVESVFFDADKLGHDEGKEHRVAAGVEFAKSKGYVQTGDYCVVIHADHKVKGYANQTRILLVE
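In 50 mM imidazole pH 7.2 with 7 mM MgCl2, LmPK (0.1 nM) turned over PEP (0.5 mM) and ADP (0.1 mM) for 1 h at room temperature. Luciferase read-out of ATP.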
Pf growth 48h – Primary qHTS for delayed death inhibitors of the malarial parasite plastid, 48 hour incubation. P. falciparum luciferase growth in erythrocytes, 48 h. Potency, µM (highest dose often 28.7 µM), inactives show at the top dose activity change, negative = inhibition, most hits filed as inhibitors. hit rate 5.9% among 310,000; further: potency means the concentration at half of the fitted maximal effect; on the % scale 0 is the no-effect control and ±100 the full control effect
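In quantitative HTS format, infected erythrocytes bearing luciferase-reporter parasites were treated for a single generation at 37 C. Luminescence after adding detection reagent served as the growth measure.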
Tb PYK inh – qHTS of Trypanosoma Brucei Inhibitors; hit rate 0.12% among 410,000; TbPYK enzyme, Kinase-Glo Plus ATP luminescence, 45 min; Potency, µM (highest dose often 76.8 µM), for inactives: top-dose activity, negative = inhibition, usual class: inhibitors; further: potency means the concentration at half of the fitted maximal effect; on the % scale 0 is the no-effect control and ±100 the full control effect; nearly all actives have a fitted effect of over 50% in size
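Readout: single end-point luminescence (Kinase-Glo Plus, 10 min). Reaction conditions were TbPYK/substrate plus 130 uM ADP, 45 min at RT, pH 7.2 TEA buffer. No-enzyme wells served as controls, and data were normalized before concentration-response fitting.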
CHX counter – Cycloheximide Counterscreen for Small Molecule Inhibitors of Shiga Toxin; cell reporter, cycloheximide protein synthesis inhibition counterscreen; AID 2314, 2010; hit rate 12% among 300,000; max response, %; in the data active means max response mostly above about 13%, no sharp cut-off; inactive means mostly below about 14%; further: read at 38.3 µM for the half of the compounds with a filed dose; 0% is about no effect
HCV inh – qHTS Assay for Inhibitors of Hepatitis C Virus (HCV). Huh7.5.1 HCVcc-Cre infection, luciferase reporter, 44 h. Potency, µM (top dose mostly 41.8 µM), for inactives: at the top dose activity change, negative = inhibition, actives largely listed as inhibitors. hit rate 3.4% among 340,000. AID 651820, 2012; further: potency means the concentration at half of the fitted maximal effect; on the % scale 0 is the no-effect control and ±100 the full control effect
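Infectious HCVcc-Cre (~0.5 moi) was added to cells just after compound, with cells seeded 4 h earlier at 1,000 per well. Luciferase activity after 44 h culture reported infection; substrate was incubated 15 min at room temperature before reading.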
Pf growth 96h – Primary qHTS for delayed death inhibitors of the malarial parasite plastid, 96 hour incubation; P. falciparum luciferase reporter growth, 96 h; Potency, µM (highest dose often 28.7 µM), inactives show at the highest dose activity change, negative = inhibition, most hits filed as inhibitors; hit rate 6.9% among 320,000; further: potency means the concentration at half of the fitted maximal effect; on the % scale 0 is the no-effect control and ±100 the full control effect
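Delayed-death screen, second-generation endpoint: infected erythrocytes, 2% hematocrit, 0.05% parasitemia final; 96 hours at 37 C, 5% CO2; luciferase detection reagent; luminescence decrease equals reduced growth.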
An asterisk follows results filed as active; ? = inconclusive; . = not tested or not shown; & = joins results of further samples; [ ] = dose if it differs, or a comment. Unless noted, the call rests on the fitted dose curve; in most records, active means well fitted curve in the direction sought with a large enough effect; inconclusive means small, poorly fitted or top-dose-only effect, or another doubt; inactive means no such curve, though single readings can be large; an effect the other way counts as inactive or inconclusive. Rows are unselected (roughly 24% active in at least one column).

compound,Pf growth 48h,Shiga inhibitor,HCV inh,Pf growth 96h,CHX counter,Tb PYK inh,LmPK inhibitor
O=C(CN1CCCc2ccccc21)NCc1ccc2c(c1)OCO2,-19%,-13,0%,?,-5,0%,0%
Cc1ccc(O)c(N/C=C/C(=O)c2ccc(F)cc2)c1,-17%,129*,?,?,43*,-10%,0%
CCOC(=O)c1c(S(=O)(=O)N(C)Cc2ccco2)c(C)n(C)c1C,?,12,30%[activator],?,9,0%,0%
Cc1ccc(CNc2nc3ccccc3s2)s1,184%[activator],-31,-17%,?,-3,-8%,3%
COc1ccc(NC(=O)c2cc(S(=O)(=O)N3CCOCC3)cn2C)c(OC)c1,-1%,4,-7%,-14%,-2,-1%,2%
CCn1nc(C(=O)NCC2COc3ccccc3O2)c2ccccc2c1=O (configuration not stated),-24%,.,-15%,?,.,1%,.
CCc1ccc(-c2cc(C)no2)cc1S(=O)(=O)NCCCN1CCN(c2ccccc2)CC1,13µM*,8,2µM*,?,7,1%,5%
N#Cc1cnc2ncnn2c1-c1ccccc1,6%,21,-4%,23%,-4,-5%,1%
O=C(O)CSC1=NC(=Nc2cccc(Cl)c2)C2(CCCCC2)N1c1ccccc1,-2%,-2,16%,-14%,-1,-29%,-2%
COc1cccc(C(=O)Nc2ccc(N3CCN(S(C)(=O)=O)CC3)cc2)c1,.,26,17%,57%[activator],13,2%,-5%
Cc1ccc(N2C(=O)c3ccccc3C2Nc2ccc(S(=O)(=O)N3CCOCC3)cc2)nc1 (configuration not stated),.,-6,-21%,2%,7,-2%,10%
COc1ccc(NC(=O)CSc2nc3c(c(=O)n2-c2ccccc2OC)SCC3)cc1,?,-2,9%&3%,-14%,-2,-1%,-2%
O=S(=O)(Cc1ccccc1)Nc1ccc(S(=O)(=O)NCC2CCCO2)cc1 (configuration not stated),-9%,-4,12%,.,-1,0%,-9%
CCOc1ccc(NC(=O)NCc2ccco2)cc1,27%,25,1%,4%,12*,3%,-3%
Cc1cc(C)nc(SC(C)CNS(=O)(=O)c2ccccc2)n1 (configuration not stated),?,20,11%,-29%,1,0%,3%

Reprinted from the part before: 4 compounds, followed by the next part.
compound,Pf growth 48h,Shiga inhibitor,HCV inh,Pf growth 96h,CHX counter,Tb PYK inh,LmPK inhibitor
COc1ccc(NC(=O)CSc2nc3c(c(=O)n2-c2ccccc2OC)SCC3)cc1,?,-2,9%&3%,-14%,-2,-1%,-2%
O=S(=O)(Cc1ccccc1)Nc1ccc(S(=O)(=O)NCC2CCCO2)cc1 (configuration not stated),-9%,-4,12%,.,-1,0%,-9%
CCOc1ccc(NC(=O)NCc2ccco2)cc1,27%,25,1%,4%,12*,3%,-3%
Cc1cc(C)nc(SC(C)CNS(=O)(=O)c2ccccc2)n1 (configuration not stated),?,20,11%,-29%,1,0%,3%
CCn1c(=O)c(CCC(=O)NCCN2CCOCC2)c(C)c2c(C)nn(-c3cccc(C)c3)c21,?,-5,-24%,?,8,4%,-8%
Cc1cccc(C(=O)NC2CC3CCCC(C2)N3Cc2ccccc2)c1 (configuration not stated),-21%,-12,-1%,?,-1,-4%,-4%
COc1ccc(C2=NS(=O)(=O)N(C)C(C(=O)NC3CCCCC3)=C2)cc1,5%,-3,-16%,?,-3,3%,-1%
COc1cc(NC(=O)c2cc(C)no2)cc(OC)c1OC,9%,-2,-22%,22%,-3,5%,3%
O=C(CN1C(=O)NC2(CCSC2)C1=O)N1CCN(c2ccc(F)cc2)CC1 (configuration not stated),-7%,-11,-5%,8%[5.75 µM],1,-1%,1%
O=C(COC(=O)c1cc([N+](=O)[O-])ccc1N1CCOCC1)Nc1ccccc1OC(F)F,6%,.,?,0%,.,-8%,.
O=C(CSc1nnc(C2CC2)n1CC1CCCO1)Nc1ccc(Cl)cc1 (configuration not stated),28%,31*,-7%,30%[activator],13,0%,2%
NC(=O)CC1SC(N)=NC1=O (configuration not stated),.,-16,19%,-8%,-6,1%,2%
Nc1cc(OC(=O)c2cccs2)nn1S(=O)(=O)c1ccccc1,4%,3,18%,?,1,-5%,7%
COc1ccc(/C=C2\Oc3cc(OCC(=O)N4CC(O)C[C@H]4C(=O)O)ccc3C2=O)c(OC)c1OC (some centres not stated),-15%,11,21%,?,4,-9%,-1%
CCN1CCN(C2=C(NS(=O)(=O)c3ccc(Br)cc3)C(=O)c3ccccc3C2=O)CC1,2.6µM*,22,?,?,14,-10%,0%
COc1cc(C(=O)NCc2cn3cccc(C)c3n2)cc(OC)c1OC,.,-4,-8%,-16%,-4,0%,4%
Cc1ccc(Oc2nn[nH]n2)cc1,3%,47*,.,27%,-2,0%,0%
O=C(COc1ccc(Br)cc1)Nc1cc(S(=O)(=O)N2CCCCC2)ccc1N1CCCCC1,-12%,-3,?,1.9µM*,-3,-6%,1%
Cc1ccccc1OCC(O)CN1CCN(CCN2C(=O)c3cccc4cccc(c34)C2=O)CC1 (configuration not stated),0%,-22,?,?,-2,-1%,2%

Look-ups from the results shown.
Tb PYK inh result of Cc1cccc(C(=O)NC2CC3CCCC(C2)N3Cc2ccccc2)c1 (configuration not stated) stands at -4%
Tb PYK inh result of COc1cc(NC(=O)c2cc(C)no2)cc(OC)c1OC stands at 5%
HCV inh result of Nc1cc(OC(=O)c2cccs2)nn1S(=O)(=O)c1ccccc1 stands at 18%
Tb PYK inh result of CCN1CCN(C2=C(NS(=O)(=O)c3ccc(Br)cc3)C(=O)c3ccccc3C2=O)CC1 stands at -10%
Tb PYK inh result of O=C(CN1C(=O)NC2(CCSC2)C1=O)N1CCN(c2ccc(F)cc2)CC1 (configuration not stated) stands at -1%
Pf growth 48h result of Cc1ccccc1OCC(O)CN1CCN(CCN2C(=O)c3cccc4cccc(c34)C2=O)CC1 (configuration not stated) stands at 0%
Shiga inhibitor result of COc1ccc(C2=NS(=O)(=O)N(C)C(C(=O)NC3CCCCC3)=C2)cc1 stands at -3

Part of the list above in order of length of the SMILES, ascending.
compound,Pf growth 48h,Shiga inhibitor,HCV inh,Pf growth 96h,CHX counter,Tb PYK inh,LmPK inhibitor
NC(=O)CC1SC(N)=NC1=O (configuration not stated),.,-16,19%,-8%,-6,1%,2%
Cc1cccc(C(=O)NC2CC3CCCC(C2)N3Cc2ccccc2)c1 (configuration not stated),-21%,-12,-1%,?,-1,-4%,-4%
O=C(CN1C(=O)NC2(CCSC2)C1=O)N1CCN(c2ccc(F)cc2)CC1 (configuration not stated),-7%,-11,-5%,8%[5.75 µM],1,-1%,1%
